SIAE primary: human SIAE inhibition, primary screen; SIAE FP-Rh probe binding, fluorescence polarization; inhibition, % at 9.66 µM; hit rate 0.69% among 370,000;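 active = inhibition above a cutoff: mean of compounds within the control limits plus 3 SD of those, cut at about 17% in these data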;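 note: 0% = plate median of compound wells and 100% = probe without SIAE protein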
rCAG RNA binder: r(CAG) repeat RNA binding. TO-PRO-1 dye displacement fluorescence. inhibition, % at 3 µM. hit rate 1.3% among 370,000;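 active = inhibition above the plate cutoff, the mean of all test compounds on that plate plus 3 SD, cut at about 35% in these data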;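 note: 0% = DMSO alone and 100% = 100 µM mitoxantrone as full dye displacement; higher means more dye released from RNA so lower well fluorescence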
HTRA1 inhibitor: blocks human HTRA1 serine peptidase; Q92743; recombinant HTRA1, FP-rhodamine activity-based probe, fluorescence polarization; inhibition, % at 5.96 µM; hit rate 0.5% among 340,000; in the data active = inhibition above about 36%;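 note: 0% = enzyme with DMSO and 100% = wells lacking enzyme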
Target sequence (Q92743 whole entry, looked up): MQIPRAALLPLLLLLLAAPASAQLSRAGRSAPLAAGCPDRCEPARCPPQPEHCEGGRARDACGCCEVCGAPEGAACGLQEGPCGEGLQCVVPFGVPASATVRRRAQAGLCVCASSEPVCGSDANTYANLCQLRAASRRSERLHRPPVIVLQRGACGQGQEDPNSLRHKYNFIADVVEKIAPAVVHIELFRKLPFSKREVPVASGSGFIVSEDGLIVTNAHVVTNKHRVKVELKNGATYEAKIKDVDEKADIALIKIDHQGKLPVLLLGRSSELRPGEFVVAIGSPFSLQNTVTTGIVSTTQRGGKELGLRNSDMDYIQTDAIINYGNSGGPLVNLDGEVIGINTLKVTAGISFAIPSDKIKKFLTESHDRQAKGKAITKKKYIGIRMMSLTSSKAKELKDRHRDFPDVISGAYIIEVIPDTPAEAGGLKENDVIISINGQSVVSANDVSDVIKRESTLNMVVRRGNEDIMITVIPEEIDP
PRMT1 inh: PRMT1 (human) inhibition, primary screen; Q99873; recombinant PRMT1, activity-based probe fluorescence polarization; inhibition, % at 2.79 µM; hit rate 1.3% among 370,000; AID 652257;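 active = inhibition above about 21% made by adding two undisclosed values, limit read from the data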
Target sequence (Q99873 whole entry, looked up): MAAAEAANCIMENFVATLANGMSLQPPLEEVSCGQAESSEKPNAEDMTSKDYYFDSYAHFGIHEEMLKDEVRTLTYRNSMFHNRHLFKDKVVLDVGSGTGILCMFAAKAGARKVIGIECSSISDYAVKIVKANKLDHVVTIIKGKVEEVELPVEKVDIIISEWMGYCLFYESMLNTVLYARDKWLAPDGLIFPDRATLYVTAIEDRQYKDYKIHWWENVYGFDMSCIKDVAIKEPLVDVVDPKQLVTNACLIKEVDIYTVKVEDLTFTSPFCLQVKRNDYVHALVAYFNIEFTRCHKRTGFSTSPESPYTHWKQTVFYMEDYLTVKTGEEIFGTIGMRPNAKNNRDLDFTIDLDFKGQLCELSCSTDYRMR
NPR1 activator: GC-A (human) enzyme activation | HEK293 GC-A cells, cGMP TR-FRET, EC30 ANP; 0% at EC30 ANP, 100% saturating ANP | hit rate 0.14% among 370,000 | P16066 | activation, % at 10 µM | AID 1671463; in the data active = activation above about 40%
ABHD4 inh: inhibits mouse alpha/beta hydrolase domain 4 | purified mABHD4, FP-Rh probe fluorescence polarization | inhibition, % at 8.92 µM | hit rate 0.54% among 370,000 | AID 720543;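 active = inhibition exceeding the mean over every tested compound plus 3 SD, cut at about 30% in these data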;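 note: 0% = plate median of compound wells and 100% = S159A mutant with DMSO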
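Material: mouse ABHD4 enzyme, wild type; Benchmarks: S159A mutant high control, sample median low control; Buffer or medium: HEPES pH 7.0, NaCl, Pluronic buffer; Signal: fluorescence polarization; Read-out: percent inhibition of probe binding, normalized to plate controls; Timing: pre-incubation 45 min, probe exposure 60 min, at 25 °C; Dosing: 8.92 µM, single dose.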
NPR2 activator: GC-B (human) receptor activation; P20594; HEK293-GC-B cells, CNP EC30, cGMP TR-FRET; 0% at EC30 CNP, 100% saturating CNP; activation, % at 10 µM; hit rate 0.11% among 370,000; AID 1920062;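 active = activation at 10 µM reaching about 35% in either raw or pattern-adjusted values, limit read from the data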
UHRF1 binding: blocks human UHRF1 binding to methylated DNA; Q96T88; UHRF1 binding to methylated oligo, TR-FRET; inhibition, % at 4.4 µM; hit rate 0.75% among 370,000; AID 687016; in the data active = inhibition above about 21%;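 note: UHRF1 SRA domain binding a hemimethylated CpG hairpin DNA probe; 0% = median of test compound wells and 100% = reference inhibitor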
MBD2 inh: blocks human MBD2 binding to methylated DNA; Q9UBB5; TR-FRET, MBD2 binding to methylated oligonucleotide; inhibition, % at 4.4 µM; hit rate 0.31% among 370,000; in the data active = inhibition above about 13%
TCR CD3 inh: inhibitors of human TCR-CD3 interaction; hit rate 0.37% among 360,000; inhibition, % at 9.4 µM; TAMRA-labeled TCR probe fluorescence, biochemical; AID 651800; in the data active = inhibition above about 19%;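 note: recombinant mutant TCR 2C K166C tagged with TAMRA read by polarization; 0% = receptor in buffer alone and 100% = receptor with positive control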
Active calls of the source: *; . = no result given; & = joins results of further samples.

SMILES	SIAE primary	rCAG RNA binder	HTRA1 inhibitor	PRMT1 inh	NPR1 activator	ABHD4 inh	NPR2 activator	UHRF1 binding	MBD2 inh	TCR CD3 inh
O=C(CCn1cccc1)NCCc1ccc(Cl)cc1	-4	3	-6	7	-9	-5	0	4	-1	-4
C=CCC[C@@H](Cc1ccc(F)cc1)C(=O)OC[C@@H](Cc1ccccc1)NC(=O)[C@H](CC=C)CC(=O)NCCO	-1	0	-8	3	-3	-8	-11	0	5	-8
CCn1c(=O)n(CC)c2cc(N3CCCC3)c(NC(=O)c3c(F)cccc3F)cc21	8	-8	3	10	1	16	1	2	5	5
CCC(C)NC(=O)N[C@@H](CCSC)C(=O)OC (stereo not given in full)	0	0	2	3	0	2	1	-1	0	5
O=C(/C=C/c1ccccc1)NCCc1nc2ccccc2[nH]1	-1	2	-2	5	7	4	-2	5	-1	-6
CN(N=Cc1ccccc1O)C(=O)c1ccccc1N	11	0	.	1	0	1	-8	-1	-4	-7
Cc1ccc(N2N=C(c3ccc(Br)cc3)CCC2=O)cc1	-5	12	-16	-2	-3	-12	0	-5	1	2
Cc1cc(=O)n2nc(N3CCC(C(=O)NCc4ccc(F)cc4)CC3)sc2n1	0	0	3	-2	5	-2	1	-3	-2	2
O=C(CN1CCN(S(=O)(=O)c2ccccc2)CC1)Nc1ccc(Cl)c([N+](=O)[O-])c1	5	2	-11	0	-5	-4	-13	-1	0	-2
COc1ccc(C)cc1NC(=O)COC(=O)c1ccc([N+](=O)[O-])o1	1	-1	3	4	-2	4	0	-4	-8	2
COCc1[nH]nc2c1C(c1cccc(C(F)(F)F)c1)N(c1ccccc1)C2=O (stereo not given)	1	-1	.	3	-18	0	-19	0	-1	-2
COc1ccc(NC(=O)C2CCCN2C(=O)Nc2ccc(OC)cc2)cc1 (stereo not given)	6	2	8	2	2	6	2	0	2	-2
CCN(CC(=O)Nc1c(F)cccc1F)C(=O)c1ccc(S(=O)(=O)NCc2ccco2)cc1	11	0	-1	-7	2	1	0	-1	-2	7
Cc1cc(C)c(OCC(=O)N(C)CC(=O)Nc2ccc(N3CCOCC3)cc2)c(C)c1	4	-6	2	0	2	-14	2	6	10	-4
COc1ccc2nc(NC(=O)CSc3nnc(-c4ccoc4C)n3C)sc2c1	-6	3	-8	6	0	-19	6	0	5	-4
COc1cccc(C(=O)c2c(C)c(CCC#N)n3ccccc23)c1	-2	1	-6	-2	3	3	6	-1	-3	3
COCCCN1C(=O)C(=O)/C(=C(/O)c2ccc(S(=O)(=O)N3CCOCC3)cc2)C1c1ccc(Cl)cc1 (stereo not given)	-3	11	4	0	0	5	-2	-6	-6	2
COc1cc(OC)c2c(c1)OC(=O)CC2c1ccc2c(c1)OCO2 (stereo not given)	1	8	-4	0	1	3	-1	-1	0	2
COc1cccc(NC(=O)CN(C)C(C)C(=O)Nc2ccc(S(=O)(=O)N3CCOCC3)cc2)c1 (stereo not given)	-3	-3	-2	-6	0	-10	3	1	-2	6
CCOc1ccc(C(=O)N2CCC(C(=O)c3ccc4c(c3)OCCO4)CC2)cc1	1	-3	-8	1	3	-2	1	-1	2	-1
COc1ccc(NS(=O)(=O)c2cccc(C(=O)N3CCN(C/C=C/c4ccccc4)CC3)c2)cc1	0	3	-4	2	-3	-9	9	6	-5	-9
COc1cc(OC)c(OC)cc1CCC(C)NCCC(c1ccccc1)c1ccccc1 (stereo not given)	8	6	1	6	-56	20	-18	0	7	3
O=c1c2[nH]c3ccc(Cl)cc3c2ncn1CCN1CCCCC1	2	1	-7	-7	-2	3	-2	-2	4	3
CCOc1ccc2nc(/N=C/c3c(C)[nH]n(-c4ccccc4)c3=O)sc2c1	-4	0	-3	0	-4	4	1	-2	0	-2

11 of the compounds above, comma-delimited:
Compound,SIAE primary,rCAG RNA binder,HTRA1 inhibitor,PRMT1 inh,NPR1 activator,ABHD4 inh,NPR2 activator,UHRF1 binding,MBD2 inh,TCR CD3 inh
Cc1cc(C)c(OCC(=O)N(C)CC(=O)Nc2ccc(N3CCOCC3)cc2)c(C)c1,4,-6,2,0,2,-14,2,6,10,-4
COc1ccc2nc(NC(=O)CSc3nnc(-c4ccoc4C)n3C)sc2c1,-6,3,-8,6,0,-19,6,0,5,-4
COc1cccc(C(=O)c2c(C)c(CCC#N)n3ccccc23)c1,-2,1,-6,-2,3,3,6,-1,-3,3
COCCCN1C(=O)C(=O)/C(=C(/O)c2ccc(S(=O)(=O)N3CCOCC3)cc2)C1c1ccc(Cl)cc1 (stereo not given),-3,11,4,0,0,5,-2,-6,-6,2
COc1cc(OC)c2c(c1)OC(=O)CC2c1ccc2c(c1)OCO2 (stereo not given),1,8,-4,0,1,3,-1,-1,0,2
COc1cccc(NC(=O)CN(C)C(C)C(=O)Nc2ccc(S(=O)(=O)N3CCOCC3)cc2)c1 (stereo not given),-3,-3,-2,-6,0,-10,3,1,-2,6
CCOc1ccc(C(=O)N2CCC(C(=O)c3ccc4c(c3)OCCO4)CC2)cc1,1,-3,-8,1,3,-2,1,-1,2,-1
COc1ccc(NS(=O)(=O)c2cccc(C(=O)N3CCN(C/C=C/c4ccccc4)CC3)c2)cc1,0,3,-4,2,-3,-9,9,6,-5,-9
COc1cc(OC)c(OC)cc1CCC(C)NCCC(c1ccccc1)c1ccccc1 (stereo not given),8,6,1,6,-56,20,-18,0,7,3
O=c1c2[nH]c3ccc(Cl)cc3c2ncn1CCN1CCCCC1,2,1,-7,-7,-2,3,-2,-2,4,3
CCOc1ccc2nc(/N=C/c3c(C)[nH]n(-c4ccccc4)c3=O)sc2c1,-4,0,-3,0,-4,4,1,-2,0,-2

Additional results follow:
SMILES	SIAE primary	rCAG RNA binder	HTRA1 inhibitor	PRMT1 inh	NPR1 activator	ABHD4 inh	NPR2 activator	UHRF1 binding	MBD2 inh	TCR CD3 inh
CC(C)Oc1ccc(Br)cc1C(=O)N/N=C/c1c[nH]c2ccccc12	9	17	0	-2	-5	4	3	-3	-2	-1
C=CCn1c(COc2ccc(C)cc2)nnc1SCC(=O)Nc1ccc(Oc2ccccc2)cc1	-2	6	.	1	2	-6	9	0	1	.
O=[N+]([O-])c1ccc(Cc2ccccn2)c([N+](=O)[O-])c1	10	4	12	-5	-2	-7	3	1	1	10
Cc1ccc(C2N(c3cccc(Cl)c3)C(=O)N3CCCN23)cc1 (stereo not given)	2	-7	-2	3	-25	-2	-18	1	1	-2
O=C(O)CC/C(=N\Nc1ccc(S(=O)(=O)N2CCCC2)cc1[N+](=O)[O-])c1cccs1	-2	71*	11	-1	-4	26	-1	-8	-9	3
CCCCSC1(SCCCC)N=C(N)C2(C#N)C(c3ccccc3)NC(C)=C(C)C12C#N (stereo not given)	3	0	-4	4	-6	5	-6	-4	-1	10
C=CCSc1nnc(-c2sc(-c3ccccc3)nc2C)n1C	1	5	0	0	-6	-2	-1	1	-3	-5
CSCCC(NC(=O)C1CCCCC1)c1nc2ccccc2[nH]1 (stereo not given)	0	-5	.	-3	-3	0	-1	1	-6	7
O=C(CCl)Nc1ccc(S(=O)(=O)Nc2nccs2)cc1	6	6	7	4	7	5	5	1	-5	7
COCCNC(=O)C1(C)CCCN(Cc2cc(-c3ccccc3)nn2C)C1 (stereo not given)	8	-3	.	4	0	2	-1	2	3	-2
N#Cc1nc(-c2ccc(F)cc2)oc1NCc1ccco1	-1	-4	-1	-1	8	-2	0	1	3	-1
COc1ccc(-c2cc(C(=O)NN3CCOCC3)c3ccccc3n2)cc1OC	-1	0	-3	1	-1	-2	6	-1	1	-5
COc1ccc(C(=O)/C=C/Nc2ccc(S(=O)(=O)Nc3nc(C)cc(C)n3)cc2)cc1OC	-10	19	0	3	-7	-11	-9	-2	-2	2
CCCn1c(=O)c(C(=O)NCc2cccnc2)c(O)c2ccccc21	5	-4	1	1	8	2	-2	0	-7	-1
COc1cc(OC)cc(-c2nc3ccccc3c(=O)n2OC(=O)c2ccccc2C)c1	-8	2	-16	-2	-2	-5	-1	-2	3	5
Cc1ccccc1-n1nnnc1SCC(=O)Nc1ccc(S(=O)(=O)N2CCCC2)cc1	-13	9	-9	0	2	3	-6	5	1	0
CCOc1cc(C(C(=O)NCC2CCCO2)N(C(=O)Cn2nnc3ccccc32)c2cccc(OC)c2)ccc1O (stereo not given)	1	-4	1	-1	-1	-4	-1	-3	0	2
COc1cc(OC)c2c(-c3ccccc3)cc(=O)oc2c1C(CCN1CCCC(C)C1)c1ccc(N(C)C)cc1 (stereo not given)	5	7	2	1	-4	13	-2	-2	-9	0
COc1ccc(NC(=O)COC(=O)CNS(=O)(=O)/C=C/c2ccccc2)cc1OC	2	3	-2	-3	-1	-1	-5	-1	-3	1
COCc1cc(=O)[nH]c(N2CCN(C(=O)c3ccco3)CC2)n1	5	-6	-5	-1	-4	8	-1	4	2	-4
COc1ccc(S(=O)(=O)NCC2CCC(C(=O)NCC(OC)OC)CC2)cc1 (stereo not given)	1	-3	7	-2	3	-3	-2	-3	-5	0
COC(=O)c1ccccc1NC(=O)C/C(C)=N/NC(=O)CC#N	5	4	2	1	4	-3	0	-2	-4	-9
CC1=Nc2ccc(C)cc2/C1=C/c1c(N)n2oc(C)cc2nc1=O	-32&-36	9&4	-33&-26	3&-5	6&5	-41&-49	-2&4	3&-1	-1&-3	-14&-12
COc1ccc(S(=O)(=O)NC(C)C(=O)NCc2ccc3c(c2)OCO3)cc1OC (stereo not given)	-4	0	-3	-1	3	-4	5	0	3	2
CCOc1ccc(CCNC(=O)COC(=O)c2cc(OC)c(OC)c(OC)c2)cc1OCC	9	-7	.	2	-5	-1	0	4	1	-1
COc1cccc(NC(=O)CN(C)C(=O)C2CC3C=CC2C3)c1 (stereo not given)	4	4	4	1	-2	6	-2	-2	3	-2
Cn1c(SCC(=O)NCC2CCCO2)ncc(C(=O)Nc2ccc(Cl)cc2)c1=O (stereo not given)	-5	-1	1	-2	45*	-4	-11	0	6	2
CCCCOc1ccc(C(=O)NCc2ccco2)cc1	-5	-4	-11	2	2	-5	3	25*	12	-3
Cc1ccc(C(C(=O)NC(C)(C)C)N(Cc2cccs2)C(=O)c2csnn2)cc1 (stereo not given)	0	-7	-14	-4	-23	-5	-12	-6	1	5
COc1ccc2nc3sc(C(=O)NCCCN4CCc5ccccc5C4)cc3cc2c1	-14	13	-49	-4	1	-4	-5	-20	-12	6
COc1ccc(C(C(=O)NC2CCCCC2)N(C(=O)c2ccco2)c2ccccc2OC)cc1 (stereo not given)	0	-7	-23	-2	-10	3	-2	1	-5	6
COC(=O)C1=C(N)OC2=C(C(=O)CCC2)C1c1cccnc1 (stereo not given)	0	-3	-2	-7	-2	-1	-1	-1	-4	-5

These rows are one share of the data; the hit share may differ from the screen's.
